# Compound activity deposited in PubChem BioAssay by several laboratories.
# DDE Tn7 FP inh: disrupts Tn7 cyclic peptide binding to fibrin D-Dimer-E complex; FP displacement of FITC-Tn7 peptide from fibrin DD(E); 0% = median of compound wells per plate; inhibition, % at 8.3 µM; actives 0.13% (n = 370,000);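 active = inhibition above the mean of compounds falling within the control limits plus 3 SD of them, cut at about 14% in these data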;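 note: 0% = plate median of compound wells and 100% = 10 µM Aha-Tn7 peptide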
# Target sequence (P02675 whole entry, looked up): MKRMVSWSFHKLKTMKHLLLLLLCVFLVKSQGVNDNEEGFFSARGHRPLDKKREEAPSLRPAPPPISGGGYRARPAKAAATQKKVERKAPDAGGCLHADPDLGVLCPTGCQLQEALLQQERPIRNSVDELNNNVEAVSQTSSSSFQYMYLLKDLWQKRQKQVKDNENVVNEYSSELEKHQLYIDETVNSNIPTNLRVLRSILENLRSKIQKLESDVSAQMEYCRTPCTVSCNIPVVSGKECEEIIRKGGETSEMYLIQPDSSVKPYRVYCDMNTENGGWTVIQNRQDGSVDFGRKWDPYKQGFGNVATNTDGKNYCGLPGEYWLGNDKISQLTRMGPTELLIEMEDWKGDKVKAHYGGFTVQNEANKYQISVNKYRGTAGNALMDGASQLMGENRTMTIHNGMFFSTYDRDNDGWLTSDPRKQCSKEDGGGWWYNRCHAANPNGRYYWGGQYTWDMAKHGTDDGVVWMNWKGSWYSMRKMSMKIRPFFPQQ
#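 Assay system: Human clot-derived fibrin DD(E) complex | Buffer or medium: Tris/NaCl/CaCl2 buffer, pH 7.8 | Repeats: One replicate per compound | Benchmarks: Aha-Tn7 high control | Measure: % inhibition scaled between sample-field median and high-control FP | Schedule: 10 min plus 3 h, room temperature | Signal: Fluorescence polarization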
# sPLA2-III inh: Blocks human group III sPLA2 activity; Q9NZ20; QFRET BODIPY PC-A2 liposome hydrolysis, fluorescence; inhibition, % at 12.2 µM; actives 0.56% (n = 370,000);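 active = inhibition above mean plus 3 SD of compounds lying within the high and low control bounds, cut at about 19% in these data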;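 note: 0% = median of test compound wells and 100% = no enzyme DMSO wells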
# PLCg1 inh: PLC-gamma1 (human) inhibition, primary screen | P19174 | purified PLC-gamma1, fluorogenic substrate, fluorescence | inhibition, % at 12.2 µM | actives 0.84% (n = 370,000) | AID 720700; in the data active = inhibition above about 9.5%
# ARFGAP1 inhibitor: inhibits rat ARF GTPase activating protein 1; Q62848; Arfgap1-stimulated ARF1 GTP hydrolysis, GDP FP detection; inhibition, % at 16.5 µM; actives 0.26% (n = 360,000); AID 651572;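 active = inhibition above a per-plate limit, mean inhibition of low control wells plus 3 SD, cut at about 25% in these data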;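 note: 0% = DMSO wells with enzyme and 100% = wells lacking Arfgap1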
# Target sequence (Q62848 1-136 limits assumed): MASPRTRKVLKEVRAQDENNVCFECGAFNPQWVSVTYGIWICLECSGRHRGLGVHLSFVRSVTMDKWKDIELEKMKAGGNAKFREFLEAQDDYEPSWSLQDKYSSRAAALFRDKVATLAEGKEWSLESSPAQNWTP
#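 Material: rat Arfgap1 GAP domain (His6, aa 1-136), purified enzyme. Also added: human ARF1(Δ1-17)-GTP substrate. Compound dosing: 16.5 µM single point, 1.26% DMSO. Timing: enzyme reaction 120 min at 25 °C after 20 min preincubation. Signal: GDP detection by fluorescence polarization. Read-out basis: percent inhibition of GAP-stimulated GDP formation, scaled between DMSO and no-Arfgap1 medians.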
# PLC-beta3 inh: blocks human PLC-beta3 enzyme activity; AID 720704; inhibition, % at 12.2 µM; actives 0.18% (n = 370,000); Purified PLC-beta3, fluorogenic substrate, fluorescence; in the data active = inhibition above about 11%;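 note: 0% = median of compound wells on plate and 100% = full blocker control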
# proKLK7 act: proKLK7 (human) activation, primary screen. actives 0.9% (n = 370,000). purified proKLK7, EDANS-DABCYL substrate fluorescence; 100% is mature enzyme control, 0% vehicle. AID 652039. activation, % at 7 µM;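 active = activation above the mean of all tested compounds plus 3 SD, computed per campaign excluding outliers beyond control limits, cut at about 13% in these data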
# Target sequence (P49862 whole entry, looked up): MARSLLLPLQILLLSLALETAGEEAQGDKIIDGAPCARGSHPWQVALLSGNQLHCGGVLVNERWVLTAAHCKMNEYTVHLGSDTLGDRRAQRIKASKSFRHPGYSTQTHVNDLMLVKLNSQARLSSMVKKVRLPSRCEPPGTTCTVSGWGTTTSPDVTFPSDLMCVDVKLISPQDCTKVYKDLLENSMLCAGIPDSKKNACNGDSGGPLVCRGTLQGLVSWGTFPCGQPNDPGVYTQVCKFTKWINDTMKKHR
# ASAP1 inh: blocks human ASAP1-stimulated Arf1 GTP hydrolysis; Q9ULH1; GDP FP detection; inhibition, % at 16.5 µM; actives 0.19% (n = 360,000); in the data active = inhibition above about 25%;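 note: 0% = vehicle with enzyme and substrate and 100% = no enzyme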
# UHRF1 binding: human UHRF1 methylated DNA binding inhibitors | Q96T88 | UHRF1 binding to methylated oligo, TR-FRET | inhibition, % at 4.4 µM | actives 0.75% (n = 370,000) | AID 687016; in the data active = inhibition above about 21%;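 note: UHRF1 SRA domain binding a hemimethylated CpG hairpin DNA probe; 0% = median of test compound wells and 100% = reference inhibitor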
# Tn6 DDE FP: disrupts Tn6 cyclic peptide binding to fibrin D-Dimer-E complex | actives 0.21% (n = 370,000) | inhibition, % at 8.3 µM | AID 720509 | Fibrin DD(E) TRITC-Tn6 fluorescence polarization displacement | P02675;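 active = inhibition above a per-campaign cutoff: mean of compounds within control limits plus 3 SD, cut at about 15% in these data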;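 note: 0% = median of all compound wells on the plate and 100% = blocking peptide control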
# NR1D1 modulator: Rev-erb alpha (human) modulation; Rev-erbα–FITC-DNA binding, fluorescence polarization, 90 min; activity, % at 10 µM; actives 0.79% (n = 370,000); AID 1259318;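 active = activity above about 14%, limit read from the data; passing the limit was not always enough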;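 note: 0% = DMSO wells with 35 nM protein and 100% = DMSO wells with 750 nM protein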
# Starred values were filed as active, the others as inactive; i = inactive; · = not tested or not shown.
SMILES,DDE Tn7 FP inh,sPLA2-III inh,PLCg1 inh,ARFGAP1 inhibitor,PLC-beta3 inh,proKLK7 act,ASAP1 inh,UHRF1 binding,Tn6 DDE FP,NR1D1 modulator
O=C(CSc1nc2ccccc2n1Cc1ccccc1Cl)N/N=C\c1cccc(Oc2ccccc2)c1,2,-3,1,·,0,0.3,·,-1,10,0
O=C(O)C1CCN(C(=O)CSc2nc3ccccc3s2)CC1,-2,-1,2,1,-1,0.3,9,0,2,0
CC(O)c1nc2ccc(C(=O)O)cc2[nH]1 (stereo unspecified),-3,0,3,10,0,-0.7,11,6,0,4
CCC(=O)N1C(C(=O)N2CCCC2)CSC1c1ccc(OC)cc1 (stereo unspecified),0,-1,1,-7,0,0.3,6,-2,2,-1
CN(C)c1ccc(/C=C(/NC(=O)c2ccccc2)C(=O)N/N=C/c2ccc([N+](=O)[O-])c(O)c2)cc1,1,-17,-4,-5,-8,-0.2,-11,-9,5,6
O=C(NCC1CCN(S(=O)(=O)c2ccccc2)CC1)Nc1ccccc1,5,-3,1,-4,-9,0.3,-5,-1,5,2
CCN(C[C@H]1N[C@@](Cc2ccccc2)(C(=O)OC)[C@H]2C(=O)N(C)C(=O)[C@@H]12)C(=O)c1ccc(F)cc1,-4,-1,1,12,5,0.2,-1,0,1,0
COC(=O)c1ccccc1NC(=O)COc1ccc(S(=O)(=O)NC(C)C)cc1,0,-20,-1,1,2,0.3,-3,4,2,4
Cn1c(=O)c2c(nc(CN3CCN(c4ccccc4)CC3)n2CCCc2ccccc2)n(C)c1=O,-5,5,6,15,5,-0.9,13,9,-3,2
CC(=O)N1CCN(c2ccc(Oc3ncnc4sccc34)cc2)CC1,-2,-2,4,10,5,-0.3,3,-2,4,-1
CC(C)(C)OC(=O)N1CCCC(C(=O)Nc2cccc(C(=O)N3CCCC3)c2)C1 (stereo unspecified),-9,2,2,-9,1,-0.2,0,1,7,-2
O=C1C(=Cc2cn(-c3ccccc3)nc2-c2ccc(OCc3ccc(Cl)cc3)cc2)SC(=S)N1CCS(=O)(=O)O,-3,-8,-4,-2,-17,0.5,-7,-2,-10,-1
Cc1ccc(S(=O)(=O)CCC(=O)OCC(=O)c2c(C)[nH]c3ccccc23)cc1,1,-9,0,15,0,0.1,-1,0,3,-3
Cc1ccc(C(=O)N2CCN(S(=O)(=O)c3ccccc3)CC2)s1,-11,2,-1,-2,0,0.3,-4,-2,-4,3
Cc1ccc(C)c(N)c1,3,0,0,1,1,-0.3,-8,1,2,-6
CCOc1ccccc1NC(=O)NC1CCN(CC(=O)Nc2ccc3c(c2)OCCO3)CC1,0,-11,1,2,-1,-0.2,2,-1,-2,1
O=C(c1ccc2c(c1)OCO2)C1CCCN(Cc2ccc(OC(F)F)cc2)C1 (stereo unspecified),-1,0,-5,1,-5,0.3,6,0,-2,0
COC(=O)c1ccc(COc2ccc(C(=O)c3ccccc3)cc2)o1,-2,-5,-3,12,-10,0.5,-7,1,-15,-2
COc1cc(C(C#N)N2CCOCC2)ccc1O (stereo unspecified),0,11,3,-5,2,-0.2,10,5,7,-2
COc1ccc(S(=O)(=O)NCCc2cn3nc(C)c(C)nc3n2)cc1C,1,-1,i,-5,i,33*,5,-2,-10,0
O=C(NCc1ccc2c(c1)OCO2)c1cc(F)c(F)cc1Cl,-3,6,2,-3,-3,0.0,6,8,-1,-7
CCCCOc1ccc(/C=C(\C(=O)O)c2ccc(S(=O)(=O)N3CCCC3)s2)cc1,2,-51,-18,3,-27,-0.7,-5,0,-2,4
NS(=O)(=O)c1ccc(CCNC(=O)COC(=O)C2CCC2)cc1,3,-1,2,12,-1,-0.3,-9,-1,1,-4
Cc1ccccc1NCC(=O)N/N=C/c1c[nH]c2ccccc12,-6,-10,1,12,-1,0.0,4,-2,-8,9
COc1cccc(-n2cc(CNCc3c(C(=O)N(C)C)nc4ccc(Cl)cn34)cn2)c1,-6,-3,-3,9,-14,0.3,0,1,4,1

# Single values from the list:
# For Tn6 DDE FP, COC(=O)c1ccc(COc2ccc(C(=O)c3ccccc3)cc2)o1 is listed with -15
# For PLC-beta3 inh, CN(C)c1ccc(/C=C(/NC(=O)c2ccccc2)C(=O)N/N=C/c2ccc([N+](=O)[O-])c(O)c2)cc1 is listed with -8
# For PLC-beta3 inh, Cc1ccc(C)c(N)c1 is listed with 1
# For UHRF1 binding, CCOc1ccccc1NC(=O)NC1CCN(CC(=O)Nc2ccc3c(c2)OCCO3)CC1 is listed with -1
# For Tn6 DDE FP, CC(O)c1nc2ccc(C(=O)O)cc2[nH]1 (stereo unspecified) is listed with 0

# (cont.)
SMILES,DDE Tn7 FP inh,sPLA2-III inh,PLCg1 inh,ARFGAP1 inhibitor,PLC-beta3 inh,proKLK7 act,ASAP1 inh,UHRF1 binding,Tn6 DDE FP,NR1D1 modulator
CN(CC(=O)Nc1c(Cl)cccc1Cl)C(=O)CC1OC(=O)c2ccccc21 (stereo unspecified),-2,15,4,5,-5,-0.5,-7,3,3,-1
CC1(C)CC(=O)C2=C(C1)OC(N)=C(C#N)[C@@H]2c1ccccc1[N+](=O)[O-],11,1,-160,6,-222,4.7,6,-2,-7,-2
Cc1ccccc1CC1(CO)CCCN(C(=O)c2cc(Cl)ccc2F)C1 (stereo unspecified),2,-12,-1,-8,-1,0.2,-9,-1,3,-2
CCOC(=O)c1csc(NC(=O)CSc2nnnn2-c2ccc(OC)c(OC)c2)n1,9,3,3,-1,2,0.6,2,0,-1,-5
CCOc1ccc(NC(=O)COC(=O)CC2CCCCC2)cc1,1,-3,1,7,-12,-0.4,6,-3,5,-8
COc1ccc(C(=O)NCc2nnc(SCC(=O)NO)n2Cc2ccccc2)cc1,0,-7,2,-6,-5,0.3,6,3,-3,-2
CC1(C)CC(=O)C2=C(C1)OC(N)=C(C#N)C2c1cccc(OC(=O)c2ccco2)c1 (stereo unspecified),0,12,-2,0,-4,0.0,7,4,1,3
S=C(Nc1ccc2c(c1)OCO2)Nc1ccccc1Cl,2,6,-7,12,-17,0.0,-9,-3,7,4
CCCCn1c(N)c(N(CC(C)C)C(=O)C2CCN(c3ncnc4sc(C)c(C)c34)CC2)c(=O)[nH]c1=O,-7,-4,-6,-3,-7,0.4,-13,-3,-5,-6
CC(=O)Nc1sc(/C(C#N)=C\c2cccc(Cl)c2)nc1-c1ccc(C)cc1,-5,1,-70,6,-81,-3.9,-6,0,3,6
Fc1ccc(-c2cc(C(F)(F)F)nc(-n3cncn3)n2)cc1,-5,-2,0,1,5,0.2,3,-2,14,2
CC(=O)c1cc(C#N)c(Oc2ccc(F)cc2)nc1C,0,1,1,2,1,-0.1,-15,-3,0,-1
COC(=O)c1ccc(CN2CCC(n3nccc3NC(=O)C3CCCC3)CC2)cc1,7,0,0,-6,-9,0.5,4,2,2,-4
COc1ccc(Cl)cc1Nc1cc(C)nc2nc(C)nn12,-3,1,2,2,-1,0.1,-9,0,-5,-1
O=C(O)C1CCCCC1C(=O)Nc1ccc(S(=O)(=O)N2CCOCC2)cc1 (stereo unspecified),3,2,1,-18,-7,0.3,-6,-2,4,-6
Cc1nc(-c2ccc(Cl)cc2)sc1C1(C)CC(c2cccnc2)=NO1 (stereo unspecified),3,-4,-10,14,-10,0.5,16,0,-2,-7
Cc1cc(C)n2cc(CSc3ccc(Cl)cc3)nc2n1,-1,1,-9,-4,-17,0.8,0,5,1,12
O=C1CN2C(=Nc3ccc(Cl)cc3C2c2ccccc2)CN1 (stereo unspecified),-6,-6,6,0,3,-0.5,-5,3,-5,4
Cc1cc(C)cc(OCC(=O)NCC2CCCO2)c1 (stereo unspecified),3,7,-1,2,-2,-0.6,0,4,4,0
CC1CCCN(C(=S)Nc2ccc3nc4n(c(=O)c3c2)CCCCC4)C1 (stereo unspecified),0,27*,-18,19,-20,-0.1,1,5,-12,1
COCC1CCN(C(=O)c2cc(COc3ccc(-n4cncn4)cc3)on2)CC1,0,3,-2,7,-5,-0.9,-3,0,3,4
CC(C)Cc1nnc(NC(=O)CSc2ncn[nH]2)s1,4,-4,-1,9,1,0.1,-5,7,3,7
COCC(=O)N(C)c1nnc(-c2ccccn2)s1,-6,-2,-8,5,-7,63*,-1,3,2,-4
CSc1ccccc1-c1ccc2nccn2c1,1,9,-14,4,-16,-0.2,2,-2,4,-11
CCOC(=O)C[C@H]1c2cc(F)ccc2S(=O)(=O)N1c1ccccc1,-2,-9,-2,-13,1,-0.2,-11,-3,-3,0
COc1ccc(CCNC(=O)CSCC(=O)Nc2ccccc2)cc1OC,6,3,2,-2,-4,0.0,-2,4,-2,-2
Cc1cccc(S(=O)(=O)NCCC(=O)OC(C)C(=O)NC(=O)NC2CCCCC2)c1 (stereo unspecified),-3,-42,3,-6,4,0.0,-7,1,3,2

# An excerpt taken from the entries so far, for reference:
SMILES,DDE Tn7 FP inh,sPLA2-III inh,PLCg1 inh,ARFGAP1 inhibitor,PLC-beta3 inh,proKLK7 act,ASAP1 inh,UHRF1 binding,Tn6 DDE FP,NR1D1 modulator
CCOC(=O)C[C@H]1c2cc(F)ccc2S(=O)(=O)N1c1ccccc1,-2,-9,-2,-13,1,-0.2,-11,-3,-3,0
COc1ccc(CCNC(=O)CSCC(=O)Nc2ccccc2)cc1OC,6,3,2,-2,-4,0.0,-2,4,-2,-2
Cc1cccc(S(=O)(=O)NCCC(=O)OC(C)C(=O)NC(=O)NC2CCCCC2)c1 (stereo unspecified),-3,-42,3,-6,4,0.0,-7,1,3,2

# Compound profiles (already shown).
# Cc1ccccc1NCC(=O)N/N=C/c1c[nH]c2ccccc12 is listed as DDE Tn7 FP inh: -6; sPLA2-III inh: -10; PLCg1 inh: 1; ARFGAP1 inhibitor: 12; PLC-beta3 inh: -1; proKLK7 act: 0.0; ASAP1 inh: 4; UHRF1 binding: -2; Tn6 DDE FP: -8; NR1D1 modulator: 9
# CCOc1ccc(NC(=O)COC(=O)CC2CCCCC2)cc1 is listed as DDE Tn7 FP inh: 1; sPLA2-III inh: -3; PLCg1 inh: 1; ARFGAP1 inhibitor: 7; PLC-beta3 inh: -12; proKLK7 act: -0.4; ASAP1 inh: 6; UHRF1 binding: -3; Tn6 DDE FP: 5; NR1D1 modulator: -8
